CaV13 ICDI inh – Disruptors of the CACNA1D IQ motif to Ca2+-dependent inactivation inhibitor domain association, primary screening, Förster resonance energy transfer in intact living …; AID 743397; inhibition, % at 12.3 µM; actives 0.098% (n = 340,000); HEK cells, CFP/YFP FRET ICDI-IQ, plate reader, 10 min; percent FRET-ratio fall versus neutral wells;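 active means mean replicate inhibition of at least 30% and at least 1% of replicates passing that level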;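 further: 0% = median of the neutral control wells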
NR2E3 ag-1 – activates human NR2E3 receptor | Q9Y5X4 | CHO-S Gal4-NCOR/VP16-NR2E3 two-hybrid, luciferase | inhibition of corepressor binding, % at 3.98 µM | actives 0.35% (n = 360,000) | AID 602229;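 active means inhibition above the mean of all tested compounds plus 3 SD, cut at about 70% in these data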;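 further: 0% = DMSO with NR2E3 transfected cells and 100% = cells lacking NR2E3 construct; higher means lower luciferase signal from less NR2E3 corepressor binding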
Target sequence (Q9Y5X4 whole entry, looked up, the tested form may be a part): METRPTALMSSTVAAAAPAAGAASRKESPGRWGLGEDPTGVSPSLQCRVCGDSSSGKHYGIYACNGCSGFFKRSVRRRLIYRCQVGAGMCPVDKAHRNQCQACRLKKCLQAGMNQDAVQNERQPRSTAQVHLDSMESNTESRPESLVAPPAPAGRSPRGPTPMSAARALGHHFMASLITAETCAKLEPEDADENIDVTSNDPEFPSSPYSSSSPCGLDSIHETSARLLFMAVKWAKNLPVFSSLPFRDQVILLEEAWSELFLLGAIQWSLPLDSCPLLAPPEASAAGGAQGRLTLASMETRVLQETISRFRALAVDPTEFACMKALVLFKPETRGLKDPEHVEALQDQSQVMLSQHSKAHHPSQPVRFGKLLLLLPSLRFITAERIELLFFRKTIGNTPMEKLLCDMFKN
HIF-2a inh – blocks HIF-2a reporter activity; actives 0.72% (n = 360,000); 786-0 RCC cells HIF-2a reporter, luciferase luminescence, overnight; inhibition, % at 18.8 µM;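 active means inhibition of the luminescence signal of 40% or more relative to plate controls, in a single-dose primary screen at 18.75 µM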
hiPSC survival – increases survival of single human iPS cells. hiPSC single-cell survival, ATPlite luminescence; 100% = ROCK inhibitor wells, 0% = DMSO. survival enhancement, % at 20 µM. actives 0.044% (n = 360,000); in the data active means survival enhancement above about 18%;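 further: cells exposed to compounds for 16 hours before the ATP read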
PDI turbidity – blocks human protein disulfide isomerase activity; PDI insulin aggregation turbidity, A650, 90 min; inhibition, % at 10 µM; AID 588391; actives 0.052% (n = 350,000);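 active means mean inhibition across replicates of 30% or more, whatever share of single replicates reach that level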;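 further: absorbance from insulin aggregation driven by PDI reduction with DTT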
Target sequence (P07237 whole entry, looked up): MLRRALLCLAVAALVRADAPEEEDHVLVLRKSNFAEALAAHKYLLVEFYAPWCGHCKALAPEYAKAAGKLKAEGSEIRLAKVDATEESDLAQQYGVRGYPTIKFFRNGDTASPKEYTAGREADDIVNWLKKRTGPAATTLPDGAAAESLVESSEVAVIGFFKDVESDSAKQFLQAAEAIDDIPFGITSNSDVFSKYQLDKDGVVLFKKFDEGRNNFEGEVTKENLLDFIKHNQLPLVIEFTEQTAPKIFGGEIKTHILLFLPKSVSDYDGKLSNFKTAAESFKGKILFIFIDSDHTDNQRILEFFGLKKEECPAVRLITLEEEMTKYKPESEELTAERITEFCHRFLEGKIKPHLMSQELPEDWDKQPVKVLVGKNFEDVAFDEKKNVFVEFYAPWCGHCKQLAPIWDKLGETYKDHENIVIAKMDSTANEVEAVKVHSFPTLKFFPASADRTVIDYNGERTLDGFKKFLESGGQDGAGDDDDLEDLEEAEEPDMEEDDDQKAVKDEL
Peg3 prom inh – inhibitors of Peg3 promoter; actives 1.7% (n = 360,000); AID 588405; HeLa PEG-Prom luciferase reporter, luminescence, overnight; inhibition, % at 20 µM;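 active means inhibition of at least 50% at 20 µM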
NR2E3 ag-2 – NR2E3 (human) agonism. Q9Y5X4. inhibition of corepressor binding, % at 4.78 µM. actives 0.12% (n = 320,000). AID 2300. GST-NR2E3/biotin-RetCOR TR-FRET, 1536-well;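 active means percent inhibition above the cutoff of mean plus 3 SD of all tested compounds, set per screening campaign, cut at about 20% in these data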;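 further: 0% = DMSO wells and 100% = biotin wells as full block of FRET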
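System: GST-tagged NR2E3 plus biotinylated RetCOR corepressor; Buffer or medium: pH 7.5 Tris-based buffer; Probe or stimulus: RetCOR corepressor, biotinylated, 7 nM; Doses: compound at 4.8 µM, single dose; Schedule: 5 h incubation at 4 °C; Technique: time-resolved FRET; Evaluation: percent inhibition of TR-FRET ratio; Replication: one well per compound, singlicate testing.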
MITF TRPM1 inh – reduces MITF-dependent TRPM1 promoter luciferase signal. SK-MEL-5 TRPM1 promoter luciferase, 24 h. inhibition, % at 12.5 µM. actives 0.83% (n = 330,000);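 active means mean inhibition across replicates of 60% or more, whatever share of single replicates reaches that level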; further: values of inactives mirror those of a sister screen read the other way
Granule exo inh – lytic granule exocytosis inhibition | inhibition, % at 10 µM | actives 0.66% (n = 360,000) | TALL-104 LAMP-1 surface exposure, flow cytometry; cells stimulated with thapsigargin and PMA;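 active means inhibition above about 55%, limit read from the data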
Vif inh – blocks HIV Vif function; HEK293T cells, Vif self-association by quenched fluorescence, imaging, 24 h; actives 0.35% (n = 340,000); AID 602346; inhibition, % at 7.49 µM; in the data active means inhibition above about 50%, passing the limit was not always enough; further: some results filed as inactive read as strong as hits
aDG glyco up – alpha-DG glycosylation activation; Pro5-aDG cells, alpha-DG glycosylation AlphaScreen (IIH6); 0% Pro5, 100% B10-LARGE cell signal; actives 0.22% (n = 360,000); activation, % at 10 µM;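 active means activation of at least 8% versus controls, or a plate z-score of at least 8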;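 further: Pro5 are CHO cells carrying HIG-tagged alpha-DG that lacks glycosylation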
* = called active by the depositor; nt = not tested or not shown. The order is random; overall some 3.5% were active at least once.

Values in the order – CaV13 ICDI inh | NR2E3 ag-1 | HIF-2a inh | hiPSC survival | PDI turbidity | Peg3 prom inh | NR2E3 ag-2 | MITF TRPM1 inh | Granule exo inh | Vif inh | aDG glyco up
CCOC(=O)c1c(C)c(C(=O)NCCOC)c(C)n1CC
    -7 | 2 | 13 | -0.5 | -6 | 9 | 6 | -2 | -1 | 26 | -0.1
CN(C)c1ccc(/C=C2\Oc3ccc(C#Cc4cccc(N)c4)cc3C2=O)cc1
    nt | -81 | -186 | -0.9 | -5 | -107 | nt | -66 | 0 | 63* | 0.3
COc1cc2nc(C(C)(C)C)oc(=O)c2cc1OC
    -1 | 2 | 17 | -0.1 | 23 | 10 | 2 | 15 | 1 | 6 | 0.0
COc1c(C)cc(C(O)c2ncc(-c3ccccc3C(F)(F)F)[nH]2)cc1C (stereo unspecified)
    -10 | 9 | 20 | 0.1 | -1 | 15 | nt | nt | 4 | -13 | 0.3
Cc1ccc2cc(-c3noc(C(C)(C)C)n3)c(=O)[nH]c2c1
    -5 | -6 | -85 | 2.0 | -8 | -75 | -3 | -42 | -1 | 2 | -0.4
Cc1ccc(CN2CC(C(=O)N(CC(C)C)c3c(N)n(Cc4ccccc4)c(=O)[nH]c3=O)CC2=O)cc1 (stereo unspecified)
    -8 | -35 | 10 | -0.3 | -3 | -1 | nt | 7 | -3 | 2 | 0.2
CCCC(=O)Nc1nc(-c2ccccc2)c(CC)s1
    7 | -9 | -12 | -0.4 | -3 | 3 | -3 | 13 | 1 | -1 | 0.0
CSCCCN1CCCC(CO)(Cc2ccc(F)cc2)C1 (stereo unspecified)
    -5 | 23 | 17 | -0.6 | -7 | -3 | -3 | 6 | 35 | -5 | 0.1
CC1CCCCC1NC(=O)C1CC(=O)N(Cc2ccccc2)C1 (stereo unspecified)
    nt | -13 | 12 | -0.2 | -3 | 15 | -1 | 2 | -1 | -5 | 0.3
CCOC(=O)N1CCN(C(=O)CSc2nnc(-c3cccc(OC)c3)o2)CC1
    -8 | -4 | 14 | -4.2 | -3 | 9 | 5 | 2 | -2 | -1 | -0.1
NC(=O)COc1cc2oc(=O)c3c(c2cc1Cl)CCCC3
    9 | -8 | -7 | -0.6 | -14 | 33 | 1 | 9 | -7 | 31 | 0.1
CCOc1cc(C#N)c(NC(=O)Cn2nnc3ccccc32)cc1OCC
    -4 | -27 | 7 | -3.5 | -3 | 10 | -3 | 17 | -2 | 10 | 0.1
O=C(O)C1C2CCC(O2)C1C(=O)Nc1ccccc1Br (stereo unspecified)
    -2 | 0 | 8 | -0.1 | -4 | 10 | 0 | 17 | -5 | 12 | 0.0
CCO[C@H]1OC(C(=O)N2CCN(Cc3ccc4c(c3)OCO4)CC2)=C[C@@H](c2cn(C(C)=O)c3ccccc23)[C@@H]1CCCO
    -9 | -31 | 15 | -0.3 | 14 | 27 | 2 | -1 | -1 | -1 | 0.0
O=C(CN1CCNCC1)Nc1ccccc1Cl
    -6 | -10 | 21 | 2.9 | 1 | 14 | 1 | 7 | 0 | 7 | 0.1

Arranged by count of non-hydrogen atoms (falling): part of the list above.
Values in the order – CaV13 ICDI inh | NR2E3 ag-1 | HIF-2a inh | hiPSC survival | PDI turbidity | Peg3 prom inh | NR2E3 ag-2 | MITF TRPM1 inh | Granule exo inh | Vif inh | aDG glyco up
CCO[C@H]1OC(C(=O)N2CCN(Cc3ccc4c(c3)OCO4)CC2)=C[C@@H](c2cn(C(C)=O)c3ccccc23)[C@@H]1CCCO
    -9 | -31 | 15 | -0.3 | 14 | 27 | 2 | -1 | -1 | -1 | 0.0
CCOC(=O)N1CCN(C(=O)CSc2nnc(-c3cccc(OC)c3)o2)CC1
    -8 | -4 | 14 | -4.2 | -3 | 9 | 5 | 2 | -2 | -1 | -0.1
COc1c(C)cc(C(O)c2ncc(-c3ccccc3C(F)(F)F)[nH]2)cc1C (stereo unspecified)
    -10 | 9 | 20 | 0.1 | -1 | 15 | nt | nt | 4 | -13 | 0.3
CC1CCCCC1NC(=O)C1CC(=O)N(Cc2ccccc2)C1 (stereo unspecified)
    nt | -13 | 12 | -0.2 | -3 | 15 | -1 | 2 | -1 | -5 | 0.3
Cc1ccc2cc(-c3noc(C(C)(C)C)n3)c(=O)[nH]c2c1
    -5 | -6 | -85 | 2.0 | -8 | -75 | -3 | -42 | -1 | 2 | -0.4
O=C(O)C1C2CCC(O2)C1C(=O)Nc1ccccc1Br (stereo unspecified)
    -2 | 0 | 8 | -0.1 | -4 | 10 | 0 | 17 | -5 | 12 | 0.0
O=C(CN1CCNCC1)Nc1ccccc1Cl
    -6 | -10 | 21 | 2.9 | 1 | 14 | 1 | 7 | 0 | 7 | 0.1

Remaining list, next part.
Values in the order – CaV13 ICDI inh | NR2E3 ag-1 | HIF-2a inh | hiPSC survival | PDI turbidity | Peg3 prom inh | NR2E3 ag-2 | MITF TRPM1 inh | Granule exo inh | Vif inh | aDG glyco up
Oc1nc(Nc2ccc(Cl)cc2Cl)sc1/C=C1\C=Nc2ccccc21
    -4 | 8 | -55 | 5.7 | 6 | 5 | -12 | 4 | 19 | 5 | -0.2
Cc1csc(SCc2nnc(-c3ccccc3Br)o2)n1
    -8 | -108 | -246 | -1.0 | -5 | -268 | 1 | -61 | -1 | -6 | 0.0
C[C@H](CO)N1C[C@H](C)[C@@H](CN(C)S(=O)(=O)c2ccccc2C#N)OCc2cnnn2CCCC1=O
    -7 | -18 | 1 | 11 | 12 | -3 | nt | nt | 7 | 6 | 1.8
O=C(CCC(=O)N1CCOc2ccc(Cl)cc21)NCCCN1CCOCC1
    10 | -21 | 9 | 1.9 | nt | 10 | -5 | nt | 17 | 1 | -0.3
CC(=O)C1=C(O)C(=O)N(c2ccc(Br)cc2)C1c1ccc(Cl)cc1 (stereo unspecified)
    -4 | 17 | -10 | 0.4 | 5 | 5 | 8 | 6 | -6 | -3 | 0.1
CC(C)(C)NC(=O)NC(=O)CSc1cccc(C(F)(F)F)c1
    7 | 14 | 13 | -1.2 | 3 | 10 | 1 | -15 | -6 | 22 | 0.5
COc1cc(/C=C2/SC(=S)N(C)C2=O)ccc1OC(=O)c1ccco1
    -8 | -10 | -118 | -2.4 | -1 | -138 | 6 | -36 | 0 | nt | 0.2
Cc1ccc(-c2nc(CSCC(=O)NC3CCN(Cc4ccccc4)CC3)c(C)o2)cc1
    -6 | 28 | 7 | -0.4 | -3 | -19 | 2 | 17 | 4 | -5 | 0.7
CCOCCn1c(SCc2ccc(F)cc2)nc2c1c(=O)[nH]c(=O)n2C
    -3 | 1 | 14 | 0.1 | nt | 2 | -6 | nt | 10 | -1 | -0.1
Cc1ccc(NC(=O)[C@H](C)NC(=O)C2CCN(C(=O)[C@@H](N)CC(C)C)CC2)cc1
    -4 | -13 | -6 | -0.7 | -4 | -10 | -1 | 9 | 10 | -6 | -0.1
Cc1cccc(CN2CCCC(C(=O)Nc3ccc(-c4cscn4)cc3)C2)c1 (stereo unspecified)
    -3 | -31 | -1 | 0.3 | 2 | 16 | nt | 4 | 15 | -10 | 0.4
COc1ccccc1NC(=O)CSc1nnc(-c2ccoc2C)n1CCc1ccccc1
    -3 | 15 | 19 | 0.4 | 8 | 22 | -2 | 0 | 12 | -3 | 0.5
CCOc1cc(NC(=S)NCCCN2CCOCC2)c(OCC)cc1NC(=O)c1cccc(C)c1
    0 | -11 | 3 | 3.8 | 9 | 7 | 1 | -1 | 4 | 11 | -0.1
NC(c1csc(Nc2nccc(C(F)(F)F)n2)n1)C1CCCCC1 (stereo unspecified)
    -12 | -15 | -1 | -4.1 | 1 | 83* | nt | nt | 8 | 10 | 3.7
CCCN(CCC)S(=O)(=O)c1ccc(C(=O)Nc2ccc(OCC(=O)N3CCOCC3)cc2)cc1
    -5 | -16 | -7 | 3.8 | 5 | -11 | 0 | 5 | 15 | -13 | 0.1
CC(=O)c1sc(Nc2ccc(C)cc2)nc1C
    -4 | 6 | 10 | 1.3 | 1 | 12 | 3 | 6 | 0 | 1 | -0.2
COc1ccc(-c2ccc(C(=S)N3CCN(C(C)=O)CC3)o2)cc1
    -2 | -23 | -35 | 3.8 | -2 | -37 | 4 | -11 | 6 | -4 | -0.1
COc1ccc(N2CCN(C(=O)Cc3ccc(Br)cc3)CC2)cc1
    -5 | 0 | 9 | -0.2 | 8 | 6 | 2 | -10 | 1 | 3 | 0.0
CCOC(=O)c1ccc(OCc2c(C)noc2C)cc1
    -4 | -4 | -8 | 1.8 | -1 | -14 | 2 | 3 | 1 | -5 | -0.3
COc1ccccc1-c1nnc2sc(-c3cc4ccccc4o3)nn12
    nt | -31 | 21 | -0.8 | -1 | 13 | 1 | 28 | 4 | 8 | 0.3
COC(=O)c1c(C)oc(C)c1S(=O)(=O)NC(c1ccccc1)c1ccccc1
    7 | 8 | 23 | -0.6 | 11 | 20 | 2 | 15 | -5 | -2 | 0.0
O=C1Nc2ccccc2C(=O)N2[C@H](c3ccccc3)[C@@H]3C(=O)N(Cc4ccccc4)C(=O)[C@@H]3[C@H]12
    -9 | -6 | 9 | 3.1 | -2 | 8 | -1 | 14 | -4 | 1 | -0.1
Cc1ccccc1Nc1nc(N)nc(CN(C)c2ccccc2)n1
    1 | -35 | -156 | -1.3 | -3 | -79 | 0 | -23 | -2 | nt | -0.2
O=C(NCc1ccc(F)cc1)C1CCN(S(=O)(=O)N2CCOCC2)CC1
    -3 | -8 | 12 | -1.3 | 3 | 8 | -1 | -1 | 1 | -1 | 0.4
O=C(CSc1nc(-c2ccccc2)cc(C(F)(F)F)n1)NCCN1CCOCC1
    nt | 11 | 9 | 0.7 | 8 | 5 | 1 | -1 | -6 | nt | 0.0
O=C(NCCc1cccc(Cl)c1)c1ccc(Cl)c([N+](=O)[O-])c1
    -5 | -11 | -31 | 0.9 | 12 | -129 | 1 | -2 | -5 | nt | 0.5
COc1ccc(S(=O)(=O)N2CCOCC2)cc1NC(=O)CCNC(=O)c1ccc(Cl)cc1
    -6 | -4 | 13 | 0.2 | 2 | 8 | nt | 1 | -1 | 0 | 0.4
O=C(O)CCSCCC(=O)O
    -5 | -27 | 6 | -2.3 | -1 | -3 | 1 | 9 | -3 | 4 | 0.1
CCOC(=O)CNc1ncc([N+](=O)[O-])cc1C#N
    -8 | -12 | 20 | 0.4 | 11 | 5 | 1 | -9 | 0 | 9 | -0.2
CC1(C(=O)NS(=O)(=O)c2cccc(C#N)c2)CCN1C(=O)c1ccccc1 (stereo unspecified)
    -10 | -32 | -15 | 1.5 | 1 | -6 | nt | nt | 10 | 12 | 0.1
O=c1ccc(-c2ccccc2)no1
    -5 | -20 | 10 | -0.5 | -7 | 25 | 2 | -8 | -6 | 3 | 0.1
O=C(C1CC(=O)N(c2ccc(F)cc2)C1)N1CCC(c2nc3ccccc3[nH]2)CC1 (stereo unspecified)
    -7 | -32 | 6 | 0.3 | -5 | -6 | -3 | 16 | 1 | -6 | 0.0

Screening data (PubChem BioAssay)
